CXCR6 block: CXCR6 (human) receptor inhibition; CHO-K1 PathHunter CXCR6 beta-arrestin, luminescence; inhibition, % at 20 µM; hit rate 0.36% among 360,000; AID 602244; in the data active means inhibition above about 34%, passing the limit was not always enough;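 further: antagonist mode with CXCL16 agonist at 10 nM final; 0% = 10 nM CXCL16 with DMSO and 100% = unstimulated wells without agonist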
Target sequence (O00574 whole entry, looked up): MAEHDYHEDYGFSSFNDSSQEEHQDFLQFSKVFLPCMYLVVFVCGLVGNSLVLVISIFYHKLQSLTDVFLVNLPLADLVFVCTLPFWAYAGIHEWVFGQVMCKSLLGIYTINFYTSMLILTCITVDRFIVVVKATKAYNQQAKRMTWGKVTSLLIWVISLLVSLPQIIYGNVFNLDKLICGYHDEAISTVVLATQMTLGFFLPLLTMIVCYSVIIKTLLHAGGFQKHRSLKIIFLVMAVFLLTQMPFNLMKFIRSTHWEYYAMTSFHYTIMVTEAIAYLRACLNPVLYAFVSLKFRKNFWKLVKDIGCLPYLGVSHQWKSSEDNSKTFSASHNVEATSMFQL
UPR XBP1 act: activators of adaptive arm of unfolded protein response (XBP1) | CHO-XBP1 luciferase reporter, IRE1-XBP1 UPR activation, luminescence; percent of tunicamycin response, DMSO as zero | activation, % at 20 µM | hit rate 0.33% among 330,000;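 active means versus positive control, 20 µM dose yields 30% or more activation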;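 further: 100% = tunicamycin at 10 µg/mL and 0% = DMSO only wells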
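Test system: CHO-XBP1 luciferase reporter cells | Buffer or medium: Serum-containing F12 medium, 10% FBS | Schedule: 6 h compound exposure at 37 °C, 5% CO2 | Detection: Steady-Glo luciferase glow luminescence, 10 min after reagent addition | Read-out basis: Activation, % of tunicamycin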
TIM10 inh: inhibits growth of TIM10 yeast strain | S. cerevisiae TIM10 strain growth, BacTiter-Glo luminescence, 24 h | inhibition, % at 10 µM | hit rate 1.4% among 330,000 | AID 463195;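 active means inhibition of 40% or more at the single tested concentration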;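 further: wild-type TIM10 isogenic control strain grown at permissive 25 °C; 0% = DMSO yeast wells and 100% = minimal medium wells without yeast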
Mdm2 MdmX PPI: human Mdm2/MdmX binding inhibition; O15151+Q00987; SaOS-2 split-luciferase Mdm2/MdmX complementation, luminescence; inhibition, % at 8 µM; hit rate 3% among 330,000; AID 485346;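 active means inhibition of at least 50% at 8 µM in the primary screen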
CHOP UPR activ: activators of apoptotic arm of unfolded protein response (CHOP). hit rate 0.34% among 330,000. activation, % at 10 µM. CHO-CHOP luciferase reporter, UPR activation, luminescence; percent of tunicamycin response over DMSO baseline;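 active means at 10 µM dose, activation of 40% or more, normalized to positive control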;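 further: 100% = tunicamycin at 10 µg/mL and 0% = DMSO alone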
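System: CHO-CHOP luciferase reporter cell line | Buffer or medium: F12 medium containing 10% fetal bovine serum | Doses: One dose, 10 µM in 0.5% DMSO | Times: 6 h compound exposure at 37 °C after overnight seeding | Signal: Luciferase luminescence | Read-out: % activation vs tunicamycin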
APJ antagonist: antagonists of human APJ apelin receptor | CHO-K1 APJ beta-arrestin complementation, luminescence | AID 2521 | hit rate 0.32% among 330,000 | inhibition, % at 20 µM;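 active means inhibition above about 40% at 20 µM, limit read from the data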;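 further: cells challenged with 10 nM apelin-13 agonist together with compound; plate controls were apelin-13 plus DMSO wells for no effect and DMSO wells lacking apelin-13 for full effect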
Target sequence (P35414 whole entry, looked up): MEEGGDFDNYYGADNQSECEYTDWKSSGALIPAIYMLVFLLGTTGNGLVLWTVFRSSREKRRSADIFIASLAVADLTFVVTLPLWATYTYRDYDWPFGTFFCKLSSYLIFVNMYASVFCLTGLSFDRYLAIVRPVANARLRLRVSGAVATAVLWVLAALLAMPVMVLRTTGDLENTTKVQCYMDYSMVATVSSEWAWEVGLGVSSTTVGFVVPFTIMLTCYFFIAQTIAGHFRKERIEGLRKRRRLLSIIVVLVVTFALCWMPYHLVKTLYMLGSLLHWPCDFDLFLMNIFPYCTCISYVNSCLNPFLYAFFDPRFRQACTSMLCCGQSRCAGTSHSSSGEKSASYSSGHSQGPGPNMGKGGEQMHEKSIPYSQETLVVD
APJ agonist: APJ receptor agonism; P35414; CHO-K1 APJ PathHunter beta-arrestin, luminescence; 0% DMSO wells, 100% apelin; activation, % at 20 µM; hit rate 0.11% among 330,000; AID 2520;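 active means activation more than six SD over the plate average, tested at 20 µM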;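 further: 0% = DMSO alone and 100% = apelin-13 at 10 nM; some results filed as inactive read as strong as hits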
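assay system = CHO-K1 APJ beta-arrestin complementation cell line | input = cell density 1000 per well | dosing = compound 20 µM once, DMSO 1% | timing = compound 90 min 25 °C, reagent 1 h | measured by = luminescence from split beta-galactosidase complementation, Galacton Star/Emerald II substrate | read-out basis = APJ agonist activity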
tim10-1 inh: inhibits growth of tim10-1 mutant yeast; S. cerevisiae tim10-1 ts strain growth, BacTiter-Glo, 24 h; inhibition, % at 20 µM; hit rate 2.2% among 330,000; AID 463190;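 active means inhibition of at least 40%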;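 further: mutant grown at 25 °C; 0% = DMSO wells with yeast and 100% = wells holding no yeast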
tim23-1 inh: tim23-1 yeast growth inhibition; hit rate 1.3% among 330,000; inhibition, % at 20 µM; S. cerevisiae tim23-1 growth, BacTiter-Glo luminescence, 24 h;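 active means growth inhibition of the mutant yeast at or above 50%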;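 further: temperature-sensitive mutant grown at 25 °C; plate controls were DMSO-treated mutant yeast for no effect and medium wells lacking yeast for full effect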
* marks the source's active call; other numbers are inactive results; . = no result given.

SMILES	CXCR6 block	UPR XBP1 act	TIM10 inh	Mdm2 MdmX PPI	CHOP UPR activ	APJ antagonist	APJ agonist	tim10-1 inh	tim23-1 inh
COCCN(CC(=O)NC1CCCCC1)C(=O)c1csnn1	4	-2	-3	6	-2.0	-19	0	-9	9
O=C(NNS(=O)(=O)c1ccc(C(=O)NC2CCCC2)cc1)c1ccncc1	-6	-1	7	10	-0.1	-5	-2	-16	0
O=C(Nc1ccc(Cl)cc1)N1CCOC12CCCCC2	3	-2	24	-2	1.4	11	0	27	17
Cn1nnc2cc(NC(=O)Nc3cccc(C(F)(F)F)c3)ccc21	-8	-3	-5	23	-1.3	-1	-1	-7	-28
CCCCOc1ccc(C(=O)NCC(=O)OCC(=O)c2c(N)n(C)c(=O)n(C)c2=O)cc1	2	0	2	-1	1.1	-1	0	5	7
O=S(=O)(Nc1cc(S(=O)(=O)N2CCOCC2)ccc1N1CCOCC1)c1ccc2c(c1)OCCO2	-4	0	6	17	-0.8	17	-4	14	-4
CCOC(=O)N1CCC(NC(=O)C2CCCN(C(=O)c3cc4sccc4n3C)C2)CC1 (stereo not given)	6	-3	0	-15	1.7	7	-3	11	14
CCN1CCN(c2nc(C)c3c(n2)CC(C)CC3=O)CC1 (stereo not given)	-4	1	4	5	0.3	21	-2	2	2
O=C(Cn1nnc2ccccc21)Nc1ccccc1[N+](=O)[O-]	2	0	-2	-6	0.0	0	6	5	30
N#Cc1cc([N+](=O)[O-])ccc1NCCc1ccccn1	3	-2	-5	-18	-1.2	10	0	5	0
CCCCn1c(N)c(N(CCOC)C(=O)CSc2nnc(C)n2-c2ccc(OC)cc2)c(=O)[nH]c1=O	-6	1	0	-30	-0.7	2	-2	-2	-10
Brc1ccc(-c2nc(-c3ccncc3)no2)cc1	7	-2	-1	-95	6.2	12	-3	4	-3
O=C(NCc1ccccc1Cl)C1CCN(S(=O)(=O)N2CCOCC2)CC1	8	1	10	-23	1.5	11	-2	-6	16
Cc1nc2ccccn2c1C(=O)NNC(=O)Nc1ccccc1	14	-2	4	-4	0.3	-3	15	-3	3
N/C(Cc1ccc(Cl)cc1)=N\OC(=O)c1ccccc1	-2	3	87*	39	0.4	-22	10	53*	69*
OC1CCCN(Cc2cccc3ccccc23)C1 (stereo not given)	-1	4	-6	3	0.3	-9	-2	7	12
O=C(NNC(=O)C1CCN(S(=O)(=O)c2cccc(Cl)c2)CC1)C1CC1	12	-2	-2	-7	-0.3	-25	1	12	7
COc1ccc(CN(C(=O)Cc2cccs2)C(C(=O)NC2CCCC2)c2ccncc2)cc1 (stereo not given)	4	-4	0	11	0.7	0	1	-8	13
CC(=O)NN1C(=O)c2ccc(Oc3ccc4c(c3)C(=O)N(NC(C)=O)C4=O)cc2C1=O	.	1	-4	-7	3.9	-9	-2	2	-7
CCn1nc(NC(=O)c2ccccc2)c2cc3cccc(C)c3nc21	-1	-3	24	-10	0.2	8	0	46*	39
CCN(Cc1ccccc1)C(=O)CCc1nc(CN2CCN(C(=O)c3ccc([N+](=O)[O-])cc3)CC2)no1	-4	-3	5	12	0.0	13	-5	5	8
COc1nc(OCCNC(=O)Nc2ccccc2)nc(N(C)C)n1	-4	-1	-4	2	0.3	1	-1	13	2
O=C(CN1CCN(Cc2ccccc2Cl)C1=O)NCCCN1CCOCC1	-4	6	-13	17	0.7	-16	-1	-11	6
CCCN1CCCc2cc(CN)ccc21	-7	-1	-9	17	-0.4	-40	2	-2	-4
CCCCn1c(N)c(N(CCOC)C(=O)CSc2nnc(-c3ccco3)n2CC)c(=O)[nH]c1=O	-4	-1	-8	16	0.6	10	-1	-3	10

Four of the compounds above, with values under each structure:
Values run as follows: CXCR6 block | UPR XBP1 act | TIM10 inh | Mdm2 MdmX PPI | CHOP UPR activ | APJ antagonist | APJ agonist | tim10-1 inh | tim23-1 inh
> O=C(Cn1nnc2ccccc21)Nc1ccccc1[N+](=O)[O-]
 : 2 | 0 | -2 | -6 | 0.0 | 0 | 6 | 5 | 30
> N#Cc1cc([N+](=O)[O-])ccc1NCCc1ccccn1
 : 3 | -2 | -5 | -18 | -1.2 | 10 | 0 | 5 | 0
> CCCCn1c(N)c(N(CCOC)C(=O)CSc2nnc(C)n2-c2ccc(OC)cc2)c(=O)[nH]c1=O
 : -6 | 1 | 0 | -30 | -0.7 | 2 | -2 | -2 | -10
> Brc1ccc(-c2nc(-c3ccncc3)no2)cc1
 : 7 | -2 | -1 | -95 | 6.2 | 12 | -3 | 4 | -3

(more compounds)
SMILES	CXCR6 block	UPR XBP1 act	TIM10 inh	Mdm2 MdmX PPI	CHOP UPR activ	APJ antagonist	APJ agonist	tim10-1 inh	tim23-1 inh
CC(O)[C@@H](NC(=O)C1CCC(CNC(=O)[C@H](Cc2ccccc2)NC(=O)OC(C)(C)C)CC1)C(=O)O (stereo not given in full)	-8	2	-2	15	-1.0	11	-2	-3	0
COc1ccc(NC(=O)C2CCCO2)cc1 (stereo not given)	4	-3	-5	10	-1.0	0	-6	7	16
O=C(CN1C(=O)COc2ccccc21)NCCCN1CCN(Cc2ccccc2)CC1	-1	-4	-8	9	0.5	-15	1	-19	-6
COc1ccc2c(CC(=O)NCCN3C(=O)S/C(=C\c4cccnc4)C3=O)coc2c1	-6	2	7	-2	0.6	-21	-2	50*	30
COc1ccc(N(CC(=O)N2CCN(Cc3ccccc3)CC2)S(C)(=O)=O)c(OC)c1	-11	-4	-4	11	-0.1	-17	-1	1	-6
CCOC(=O)CC1=C(C(=O)OCC)C(c2cccnc2)C(C#N)=C(N)O1 (stereo not given)	-2	-10	5	-2	-1.4	-26	-1	21	22
CC(C)CN1C(=O)C(=O)N(CC(=O)Nc2cccc(Cl)c2Cl)C1=O	-6	-4	-3	11	1.2	-5	-5	2	9
O=c1c(Cl)nc2cc(Cl)ccc2n1CCNc1ncc(C(F)(F)F)cc1Cl	-15	-9	-18	97*	-12	-15	12	21	62*
CCOC(=O)c1cnc(-c2ccccc2)nc1Oc1ccc(Cl)c(Cl)c1	0	-6	-25	27	-1.8	-6	-8	-14	-8
CCC1C(=O)C(CC)C(c2ccccc2)NC1c1ccccc1 (stereo not given)	-6	-3	3	31	-1.8	9	-5	28	19
O=C(OCCn1cncn1)c1cc2ccccc2oc1=O	-7	2	1	11	-1.0	7	-2	-11	-2
CCN(CC)C(=O)c1cnn(-c2ccccc2)c1NC(=O)c1cccs1	2	0	18	2	0.0	-10	-2	19	14
O=C(Cn1ncc2c([nH]c3ccccc32)c1=O)N1CCOCC1	-2	-4	1	5	0.2	10	0	-28	-5
Cc1ccc(S(=O)(=O)/N=C(/NC(=S)Nc2ccccc2)c2ccccc2)cc1	10	2	46*	-246	8.5	11	-3	36	37
O=C(Nc1c2c(nn1-c1ccc(F)cc1)CS(=O)(=O)C2)C12CC3CC(CC(C3)C1)C2	3	-2	12	22	1.0	-7	-5	17	12
COc1ccc(-c2ccc(OC(=O)NC3CCS(=O)(=O)C3)cc2)cc1 (stereo not given)	-6	8	-10	1	1.5	-5	4	16	22
Cc1cc(=O)[nH]c(Cc2ccc(OC(C)C)cc2)n1	-1	0	13	0	0.6	4	2	19	13
CCn1c2ccc(/C(C)=N\O)cc2c2cc(/C(C)=N\O)ccc21	-21	1	12	-2	1.0	-31	1	23	25
O=C(CSc1nnc(Nc2ccccc2F)s1)c1cc2ccccc2o1	0	-2	22	-15	1.5	-1	-1	32	34
COc1ccc(C(=O)Nc2ccccc2N2CCOCC2)cc1[N+](=O)[O-]	4	2	7	3	-0.8	-10	-1	12	17
CCOC(=O)C1CCN(S(=O)(=O)c2ccccc2[N+](=O)[O-])CC1	7	0	7	-15	0.1	-1	-1	4	4
COc1ccc(NC(=O)C2CCC(CNc3c(N4CCCCC4)c(=O)c3=O)CC2)c(OC)c1 (stereo not given)	11	-2	-15	6	-0.9	-1	-1	2	3
COc1ccc(C(C#N)N2N=C(C)CC2(C)C)cc1OC (stereo not given)	-2	0	3	-8	-0.4	7	-2	10	8
COc1ccccc1N1CCN(CCCC(=O)c2ccc(F)cc2)CC1	5	-4	0	2	1.0	8	-5	-10	-13
c1ccc(CCc2ccccc2-c2nc(-c3ccccn3)no2)cc1	8	1	10	39	0.2	20	-3	13	17

Going on with the list.
SMILES	CXCR6 block	UPR XBP1 act	TIM10 inh	Mdm2 MdmX PPI	CHOP UPR activ	APJ antagonist	APJ agonist	tim10-1 inh	tim23-1 inh
CN(C)S(=O)(=O)N1CCN(c2ccc([N+](=O)[O-])cc2)CC1	3	-4	4	-11	2.2	-3	-1	-6	9
NC(=O)c1sc2nc(-c3cccnc3)ccc2c1N	-12	2	17	-4	3.1	-15	2	-4	1
CCCNC(=O)c1ccc(OC)cc1OC	3	1	5	1	1.4	13	0	-2	4
O=C1OC(c2ccc3c(c2)OCO3)N(C(=O)c2ccc(Cl)c(Cl)c2)c2ccccc21 (stereo not given)	6	5	10	-40	0.4	6	-3	37	35
COC(=O)COc1cc(C)cc2oc(=O)c(CC(=O)OC)c(C)c12	9	-4	-47	18	-0.5	21	-6	-21	-24
Cc1cc(=O)c(C(=O)Nc2cccc(N3CCCC3=O)c2)nn1-c1ccccc1F	2	3	2	-5	0.8	4	0	11	7
O=C(Nc1cccc2c1C(=O)NC2=O)c1ccc(S(=O)(=O)N2CCCC2)cc1	7	-3	4	19	2.0	12	-4	13	8
COCCn1c(C)cc(C(=O)COC(=O)c2cncc(Br)c2)c1C	0	0	6	20	3.4	8	-1	30	21
CCOc1ccc(Nc2nnc(SCc3nc4ccccc4c(=O)[nH]3)s2)cc1	-6	3	-6	63*	1.1	-5	-1	14	7
O=C(CC1(C(F)(F)F)OCCO1)Nc1ccc2c(c1)OCO2	-6	-1	-3	16	1.2	19	-5	-19	-12
O=C(Nc1nncs1)c1ccc2c(c1)OCO2	9	0	0	10	0.7	5	3	7	16
Cc1ccc(S(=O)(=O)NCC(=O)NCC(=O)OC(C(=O)NC(N)=O)C(C)C)cc1C (stereo not given)	-1	0	7	20	0.6	15	-4	0	1
CCCc1nnc(-c2cc(OC)c(OC)c(OC)c2)o1	-12	0	-5	-1	-1.9	7	-2	5	-2
O=C(O)/C(=C\c1ccc(Br)cc1)c1ccc(S(=O)(=O)N2CCCCC2)s1	-2	2	7	8	3.4	9	-3	8	22
Cn1c(=O)[nH]c(=O)c2c1ncn2CCN1CCOCC1	-6	-2	7	3	-0.7	2	-1	-6	5
CCOc1cc(C(=O)NC(C)CCc2ccccc2)cc(OCC)c1OCC (stereo not given)	-2	-3	-2	3	2.3	5	0	3	-6
O=c1ccnc(S/C=C/c2ccccc2)[nH]1	5	3	15	30	1.3	16	0	23	15
Cc1c(CCC(=O)O)c(=O)oc2cc3occ(-c4ccc(Br)cc4)c3cc12	-13	7	25	4	1.4	9	-4	13	37
Cc1ccc(C(=O)C(O)C(c2ccc(C)cc2)N2CCCCC2)cc1 (stereo not given)	5	4	-11	-7	0.5	29	-5	6	21
Clc1ccc(Nc2nc3cccnc3s2)cc1	-18	5	26	-80	2.9	8	0	15	-4
CCN(CC(=O)Nc1ccccc1C(F)(F)F)C(=O)CSCC(=O)Nc1cc(C)on1	8	2	6	9	-1.4	26	-3	5	-3
Cc1cc(CNC(=O)C2CCC(=O)N(CCc3ccc(Cl)cc3)C2)no1 (stereo not given)	0	-4	-6	15	3.8	3	5	-10	-5

The list is partial (hit frequency here may not be typical).
